High-throughput results from PubChem.
mHTT CaM bind = inhibitors of human mutant huntingtin-calmodulin interaction | inhibition, % at 15 µM | 190,000 tested, 3.6% active | P42858 | AlphaScreen His-mHTT/GST-CaM binding, luminescence;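 also: 0% = both proteins with DMSO and 100% = one protein alone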
Pf apPOL inh = Pf-apPOL DNA polymerase inhibition; Recombinant Pf-apPOL, molecular beacon fluorescence, 1.5 h; inhibition, % at 10 µM; 210,000 tested, 0.25% active; AID 1794808
The depositor's hits bear a star; & = joins results of further samples. Rule as the data show it: active = inhibition above about 50%; inactive = the rest. Random draw from the library; any-hit rate near 3.6%.

`O=C(NCCCN1CCOCC1)C1CC(c2cccc(Br)c2)=NO1` (stereo not drawn) gave mHTT CaM bind 2 and Pf apPOL inh -3.
Screening O=C(Nc1ccc(Cl)c(Cl)c1)c1cc(S(=O)(=O)NCc2ccc(F)cc2)ccc1F returned mHTT CaM bind -5 and Pf apPOL inh -6.
CC(C)(C)c1ccc(C(=O)N2CCC3(CC2)CC(=O)c2ccccc2O3)cc1 was read as mHTT CaM bind 21 and Pf apPOL inh -3.
For Cc1c(Sc2ccc(Cl)cc2)c(=O)[nH]c2cc3c(cc12)OCO3 the results were mHTT CaM bind -3 and Pf apPOL inh 5.
Cc1ccc(NC(=O)CN2C(=O)C(c3ccc(F)cc3)=NC23CCCC3)c(C)c1 was read as mHTT CaM bind -3 and Pf apPOL inh -2.
Screening COC(=O)C[C@H]1c2ccccc2S(=O)(=O)N1Cc1ccc(OC)cc1 returned mHTT CaM bind -4 and Pf apPOL inh -3.
Screening CCOc1ccc(-c2cc(C(=O)Nc3ccc(S(N)(=O)=O)cc3)c3ccccc3n2)cc1 returned mHTT CaM bind 3 and Pf apPOL inh 4.
`Cc1cc(Oc2ccc([N+](=O)[O-])cc2)nc(-n2nc(C)cc2C)n1` gave mHTT CaM bind 4 and Pf apPOL inh 2.
For Cn1c(=O)c(C(=O)N2CCCC2)nc2cccnc21 the results were mHTT CaM bind 2 and Pf apPOL inh 1.
For COc1ccc(-c2noc(-c3cccc(OC)c3)n2)cc1 the results were mHTT CaM bind -28 and Pf apPOL inh -7.
O=C(NCc1cccs1)c1cc2n(n1)C(C(F)(F)F)CC(c1ccccc1)N2 (stereo not drawn) was read as mHTT CaM bind 8 and Pf apPOL inh 0.
Screening COc1ccc(OCCn2c(=N)n(Cc3ccccc3)c3ccccc32)cc1 returned mHTT CaM bind 15 and Pf apPOL inh -13.
CN(C)c1ccc(/C=C/c2ccc3ccccc3n2)cc1 was read as mHTT CaM bind 34 and Pf apPOL inh -6.
For CC1CCN(C(=O)CSCc2ccc(Cl)cc2)CC1 the results were mHTT CaM bind -10 and Pf apPOL inh -8.
Screening N#CC1=C(N)Oc2n[nH]c(-c3cccs3)c2C12C(=O)Nc1ccc([N+](=O)[O-])cc12 (stereo not drawn) returned mHTT CaM bind 5 and Pf apPOL inh 3.
CN(C1CCCCC1)S(=O)(=O)c1ccc(-c2ccccn2)s1 was read as Pf apPOL inh -3.
For COc1ccc(Cc2noc(Cc3c(F)cccc3Cl)n2)cc1 the results were mHTT CaM bind -82 and Pf apPOL inh 6.
Screening CCN(CC)C(=O)c1cc2cc(Br)ccc2oc1=O returned mHTT CaM bind 2 and Pf apPOL inh 2.
Screening CNC(=O)c1cn2ccnc(-c3ccc(OC)cc3)c2n1 returned mHTT CaM bind 3 and Pf apPOL inh 8.
`COc1ccc(-c2ncc(NC(=O)C3CCOC3)cn2)cc1` (stereo not drawn) gave mHTT CaM bind -2 and Pf apPOL inh 3.
`O=C(Nc1ccc(F)c(Cl)c1)c1cc(S(=O)(=O)N2CCCc3ccccc32)ccc1F` gave mHTT CaM bind -4 and Pf apPOL inh -6.
`CCCNC(=O)C1CCN(c2cc(C)c3cc(NC(C)=O)ccc3n2)CC1` gave mHTT CaM bind -10 and Pf apPOL inh 1.
Screening CC(=O)N1CCN(CCN=CC2=C(O)CC(c3cccs3)CC2=O)CC1 (stereo not drawn) returned mHTT CaM bind -2 and Pf apPOL inh 0.
`O=C(c1ccccc1)N1CCC2(C1)Nc1cccnc1NC2=NCc1ccccc1` (stereo not drawn) gave mHTT CaM bind 7 and Pf apPOL inh -1.
`O=C(Nc1ccc2c(c1)OCCO2)c1ccccc1[N+](=O)[O-]` gave mHTT CaM bind 5 and Pf apPOL inh -4.
`O=C(c1cnccn1)N1CCC(c2cc(-c3ccccc3)n[nH]2)CC1` gave mHTT CaM bind 2 and Pf apPOL inh -2.
CCCCN(CCCC)S(=O)(=O)c1ccc2oc(C(=O)NCc3ccco3)c(C)c2c1 was read as mHTT CaM bind 20 and Pf apPOL inh -12.
`Clc1ccc(CSc2nnc3c(n2)[nH]c2ccccc23)cc1` gave mHTT CaM bind -3 and Pf apPOL inh -1.
For N#CC(=Cc1ccc(OCc2cc(F)cc(F)c2)cc1)S(=O)(=O)c1ccccc1 the results were Pf apPOL inh -7.
Screening Cc1ccc(S(=O)(=O)Cc2nc(-c3ccccc3C)no2)cc1 returned mHTT CaM bind -9 and Pf apPOL inh 3.

By substructure: those above containing a thiophene ring, fused or not.
O=C(NCc1cccs1)c1cc2n(n1)C(C(F)(F)F)CC(c1ccccc1)N2 (stereo not drawn) was read as mHTT CaM bind 8 and Pf apPOL inh 0.
Screening N#CC1=C(N)Oc2n[nH]c(-c3cccs3)c2C12C(=O)Nc1ccc([N+](=O)[O-])cc12 (stereo not drawn) returned mHTT CaM bind 5 and Pf apPOL inh 3.
CN(C1CCCCC1)S(=O)(=O)c1ccc(-c2ccccn2)s1 was read as Pf apPOL inh -3.
Screening CC(=O)N1CCN(CCN=CC2=C(O)CC(c3cccs3)CC2=O)CC1 (stereo not drawn) returned mHTT CaM bind -2 and Pf apPOL inh 0.

(continued)
COC(=O)CSc1ncnc2sc3c(c12)CCCC3 was read as mHTT CaM bind -19&-16 and Pf apPOL inh -3.
For Cc1cccc(NC(=O)CCSc2ccc(F)cc2)c1 the results were mHTT CaM bind -34 and Pf apPOL inh -1.
For Cc1ccc(C)c(CN2CCN(c3ncccn3)CC2)c1 the results were mHTT CaM bind -11 and Pf apPOL inh 1.
`CNCCOCC(O)CSc1ccccc1` (stereo not drawn) gave mHTT CaM bind -2.
`O=C(Nc1cccc(F)c1)c1ccc(Cn2cc([N+](=O)[O-])cn2)o1` gave mHTT CaM bind 1 and Pf apPOL inh 10.
`O=C(Nc1ccccc1Cl)c1ccc(F)c(S(=O)(=O)N2CCCCCC2)c1` gave mHTT CaM bind -19 and Pf apPOL inh 1.
`COC(CNC(=O)c1ccc2c(c1)ncn2-c1ccc(F)c(F)c1)OC` gave mHTT CaM bind 2 and Pf apPOL inh -5.
`Cc1cc(NC(=O)c2cc(-c3ccccc3)c(C(F)(F)F)s2)no1` gave Pf apPOL inh -7.
CC(=O)c1ccc(NC(=O)C2CCN(c3nccc(C)n3)CC2)cc1 was read as mHTT CaM bind 1 and Pf apPOL inh -2.
`COc1cc(NC(=O)c2cc(OC)c(OC)cc2[N+](=O)[O-])c(OC)cc1Cl` gave mHTT CaM bind 0 and Pf apPOL inh -9.
For CC(=O)N1CCN(c2nc3c(s2)CC(C(=O)NCCc2cccs2)CC3)CC1 (stereo not drawn) the results were mHTT CaM bind 11 and Pf apPOL inh 1.
`CC(=O)NS(=O)(=O)c1ccc(NC(=O)C2C3C=CC(C3)C2C(=O)O)cc1` (stereo not drawn) gave mHTT CaM bind 2 and Pf apPOL inh -2.
`COc1ccc(NC(=O)CN2C(=O)C(c3ccccc3)=NC23CCCCCC3)cc1OC` gave mHTT CaM bind 0 and Pf apPOL inh -13.
CC(C)Oc1ccc(C(=O)Nc2nc(-c3cccnc3)cs2)cc1 was read as mHTT CaM bind -6 and Pf apPOL inh -5.
O=C(CCC1CCCC1)N1CCc2nc(-c3ccc(Cl)cc3)ncc2C1 was read as mHTT CaM bind -8 and Pf apPOL inh -6.
For CCCSC1=C(C#N)C(c2ccc(Cl)cc2)CC(=O)N1 (stereo not drawn) the results were mHTT CaM bind -5 and Pf apPOL inh 3.
`CSCCC(=O)N1C(C)CCCC1C(=O)O` (stereo not drawn) gave mHTT CaM bind -2 and Pf apPOL inh -3.
`CC(=O)N1CCN(c2nc(-c3ccccc3)c3cc(Br)ccc3n2)CC1` gave mHTT CaM bind -25&-3 and Pf apPOL inh 2&-10.
CCCc1cc(=O)n2[nH]c(C)c(-c3ccccc3)c2n1 was read as mHTT CaM bind 5 and Pf apPOL inh 1.
For CCOc1cc(/C=C2\NC(=O)NC2=O)cc(Cl)c1OC(C)C the results were mHTT CaM bind 14 and Pf apPOL inh -9.
Screening NC(=S)c1ccc(Oc2ccc(C(F)(F)F)cn2)cc1 returned Pf apPOL inh -9.
For O=S(=O)(Cc1ccc(Cl)cc1)c1nc2ccccc2[nH]1 the results were mHTT CaM bind 3 and Pf apPOL inh -1.
For Cc1cccc(Cl)c1Nc1ncnc(N)n1 the results were Pf apPOL inh -3.
`COc1ccc(NC(=O)CSc2nnc(NC(=O)c3ccccc3Cl)s2)c([N+](=O)[O-])c1` gave mHTT CaM bind -4 and Pf apPOL inh 0.
For Nc1ccc(C(=O)c2ccc(N)c(N)c2)cc1N the results were mHTT CaM bind 10 and Pf apPOL inh -11.
`O=C(O)C=C1C2CC3CC(C2)CC1C3` gave mHTT CaM bind 0 and Pf apPOL inh -4.
Cc1ccc(NC(=O)CN2CCC(c3nc(-c4cccc(F)c4)no3)CC2)c(Cl)c1 was read as mHTT CaM bind -8 and Pf apPOL inh -3.
`O=C(NCC1CCN(C(=O)COc2ccccc2)CC1)C(=O)Nc1ccc(F)c(Cl)c1` gave mHTT CaM bind 12 and Pf apPOL inh 2.
`O=C(C1CCN(c2nc3ccc(-c4ccsc4)nc3s2)CC1)N1CCOCC1` gave mHTT CaM bind 14 and Pf apPOL inh 6.
Screening O/N=c1\cc(-c2ccc3c(c2)OCCO3)oc2ccccc12 returned mHTT CaM bind inactive and Pf apPOL inh -3.
For COc1ccc(/C=C2/SC(=Nc3ccc(O)cc3)NC2=O)cc1 the results were mHTT CaM bind 34 and Pf apPOL inh 0.
For COc1ccc2c(c1C)CCC/C2=N\OC(=O)c1cc(OC)c(OC)c(OC)c1 the results were mHTT CaM bind inactive and Pf apPOL inh 23.
COc1ccccc1Nc1nc2nonc2nc1Nc1ccc(Cl)cc1 was read as mHTT CaM bind 11 and Pf apPOL inh -7.
Screening CCOc1ccc(-c2cn3ccn(-c4ccc(Cl)cc4)c(=O)c3n2)cc1 returned mHTT CaM bind -9 and Pf apPOL inh 1.
Screening Cc1cc(Br)cc2c1=NC(=O)C=2c1sc(Nc2ccc(F)cc2)nc1O returned mHTT CaM bind 17 and Pf apPOL inh -5.
`COc1ccccc1C=C1Oc2c(ccc(O)c2CN2CCN(C)CC2)C1=O` gave mHTT CaM bind 2 and Pf apPOL inh -3.
For Cc1oc(C(C)(C)C)cc1C(=O)Nc1ccc(I)cc1 the results were mHTT CaM bind -14 and Pf apPOL inh 1.
For COC(=O)c1ccccc1S1=NS(=O)(=O)c2ccccc21 (stereo not drawn) the results were Pf apPOL inh -2.
Cn1c(=O)[nH]c(=O)c2c1nc(N)n2CC(O)COc1ccc(Cl)cc1Cl (stereo not drawn) was read as mHTT CaM bind -2 and Pf apPOL inh 1.
For CCC(C)C(=O)NCC1CCCO1 (stereo not drawn) the results were mHTT CaM bind -6.
For COc1ccc(CNC(=O)c2ccc3ncnc(N4CCCCC4)c3c2)cc1 the results were mHTT CaM bind 5 and Pf apPOL inh -2.
`O=C(Nc1cc(-c2ccsc2)no1)c1ccccc1C(F)(F)F` gave mHTT CaM bind -11 and Pf apPOL inh -4.
`O=C(Nc1ccc(Cl)cc1)c1ccc(I)cc1` gave mHTT CaM bind 1 and Pf apPOL inh 0.
`O=C1CN(c2ccccc2F)C(=O)CN1N=Cc1cccs1` gave Pf apPOL inh -4.
CCOc1ccc(-c2csc(NC(=O)CC)n2)cc1 was read as mHTT CaM bind 2 and Pf apPOL inh -26.
For Cc1ccc(CCN2CC(C(=O)NCCCN3CCCCC3)CC2=O)cc1 (stereo not drawn) the results were mHTT CaM bind -7 and Pf apPOL inh -1.
Screening Cc1ccc(C2=NC3(CCN(CC(=O)Nc4ccccc4C)CC3)NC2=O)cc1 returned mHTT CaM bind -3 and Pf apPOL inh 1.
`O=C1C2C3C=CC(C3)C2C(=O)N1CCNCCO` (stereo not drawn) gave mHTT CaM bind -7 and Pf apPOL inh -2.
Screening COc1ccc(-c2cc3nc4c(c(=O)n3[nH]2)CCN(C(=O)NCC2CCCO2)C4)cc1 (stereo not drawn) returned mHTT CaM bind -1 and Pf apPOL inh -3.
For COC(=O)C1CCN(C(=O)CCc2csc3nc(-c4ccc(Cl)cc4)cn23)CC1 the results were mHTT CaM bind -6 and Pf apPOL inh -18.
For CC(=O)Nc1ccc(C2=NN(C(C)=O)C(c3ccc4c(c3)OCO4)C2)cc1 (stereo not drawn) the results were mHTT CaM bind -12 and Pf apPOL inh 2.
O=C(CC(NCc1ccccc1)C(=O)O)Nc1ccc(Nc2ccccc2)cc1 (stereo not drawn) was read as mHTT CaM bind -6 and Pf apPOL inh -7.
`COc1ccc(C2C(C(=O)N(C)C3CCCCC3)c3cc(OC)c(OC)cc3C(=O)N2C)cc1` (stereo not drawn) gave mHTT CaM bind 9 and Pf apPOL inh 3.
`O=C(NC1CCC(NC(=O)c2cccc(Cl)c2)CC1)c1cccc(Cl)c1` (stereo not drawn) gave mHTT CaM bind -4 and Pf apPOL inh -2.
`O=C(O)c1c(C(=O)O)c2ccccc2[nH]c1=O` gave Pf apPOL inh 2.
`Cc1ccc2c(c1)N(Cc1ccc(C(=O)N3CCOCC3)cc1)C(=O)CO2` gave mHTT CaM bind 9 and Pf apPOL inh -1.
Screening COc1cccc(C2CC(C(F)(F)F)n3ncc(C(=O)N4CCCCC4)c3N2)c1 (stereo not drawn) returned mHTT CaM bind 11 and Pf apPOL inh 0.

4 entries out of the list, sorted by molecular weight, falling.
Screening COc1ccc(-c2cc3nc4c(c(=O)n3[nH]2)CCN(C(=O)NCC2CCCO2)C4)cc1 (stereo not drawn) returned mHTT CaM bind -1 and Pf apPOL inh -3.
Screening COc1cccc(C2CC(C(F)(F)F)n3ncc(C(=O)N4CCCCC4)c3N2)c1 (stereo not drawn) returned mHTT CaM bind 11 and Pf apPOL inh 0.
O=C(CC(NCc1ccccc1)C(=O)O)Nc1ccc(Nc2ccccc2)cc1 (stereo not drawn) was read as mHTT CaM bind -6 and Pf apPOL inh -7.
For Cc1ccc(CCN2CC(C(=O)NCCCN3CCCCC3)CC2=O)cc1 (stereo not drawn) the results were mHTT CaM bind -7 and Pf apPOL inh -1.
